High-throughput results deposited in PubChem by National Center for Advancing Translational Sciences (NCATS).
PI4K2A inh: qHTS for small molecular inhibitors of PI4K2A; Phosphatidylinositol 4-kinase type 2-alpha (Homo sapiens), Q9BTU6; purified PI4K2A, ADP-Glo luminescence, 1 h; hits give low values; activity change, negative = inhibition, % at 76.9 µM; hit rate 0.13% among 420,000; in the data active = activity change below about -50%; inconclusive = mostly about -30% to -49%;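 note: -100% = wells without enzyme as full effect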
Target sequence (Q9BTU6 whole entry, looked up): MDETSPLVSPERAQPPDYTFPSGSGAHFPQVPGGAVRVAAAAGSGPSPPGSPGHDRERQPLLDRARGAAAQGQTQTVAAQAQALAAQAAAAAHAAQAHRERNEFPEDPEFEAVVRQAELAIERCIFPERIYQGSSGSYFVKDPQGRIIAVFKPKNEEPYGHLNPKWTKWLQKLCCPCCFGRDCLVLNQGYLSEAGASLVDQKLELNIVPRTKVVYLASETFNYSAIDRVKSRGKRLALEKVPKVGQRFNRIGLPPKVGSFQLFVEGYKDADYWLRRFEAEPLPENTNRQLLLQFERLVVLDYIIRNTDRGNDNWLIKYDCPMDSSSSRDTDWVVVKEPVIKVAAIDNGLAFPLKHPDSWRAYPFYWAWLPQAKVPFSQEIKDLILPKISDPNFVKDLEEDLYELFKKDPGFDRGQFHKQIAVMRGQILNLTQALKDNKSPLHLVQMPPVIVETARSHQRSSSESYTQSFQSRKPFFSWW
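Compounds are screened against recombinant PI4K2A using PI as substrate and ATP, the latter dispensed at 300 microM. Reactions run one hour at ambient temperature before ADP-Glo detection; full inhibition defined by wells lacking enzyme.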
USP1 inh: Inhibitors of USP1/UAF1: Primary Screen. Potency, µM (top dose mostly 57.1 µM), inactives show at the highest dose activity change, negative = inhibition, most hits filed as inhibitors. Ubiquitin carboxyl-terminal hydrolase 1 (Homo sapiens), O94782. recombinant USP1/UAF1, Ub-Rhodamine cleavage fluorescence. AID 743255, 2014. hit rate 0.23% among 390,000; note: potency is the fitted concentration of half-maximal effect; % is set by controls: 0 for no effect and ±100 for the full control effect; nearly all actives have a fitted effect of over 60% in size; inactives centre near -12
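1 nM enzyme complex + cpd, 15 min RT; start with Ub-Rho 150nM final; kinetic fluorescence ex 480/em 540, 6 reads q60 s. Buffer 50mM HEPES pH 7.8, 0.5mM EDTA, 0.1 mg/ml BSA, 1mM TCEP, 0.01% Tween-20.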
TrxR1 substrate: qHTS Assay for Substrates of Mammalian Selenoprotein Thioredoxin Reductase 1 (TrxR1): qHTS. Potency, µM (doses to about 114 µM), inactives show at the top dose activity change, negative = substrate turnover. Thioredoxin reductase 1, cytoplasmic (Rattus norvegicus), O89049. purified TrxR1 substrate turnover, NADPH consumption readout. AID 588456, 2011. hit rate 0.01% among 390,000; note: potency is the fitted concentration of half-maximal effect; % is set by controls: 0 for no effect and ±100 for the full control effect; nearly all actives have a fitted effect of over 50% in size
Target sequence (O89049 whole entry, looked up): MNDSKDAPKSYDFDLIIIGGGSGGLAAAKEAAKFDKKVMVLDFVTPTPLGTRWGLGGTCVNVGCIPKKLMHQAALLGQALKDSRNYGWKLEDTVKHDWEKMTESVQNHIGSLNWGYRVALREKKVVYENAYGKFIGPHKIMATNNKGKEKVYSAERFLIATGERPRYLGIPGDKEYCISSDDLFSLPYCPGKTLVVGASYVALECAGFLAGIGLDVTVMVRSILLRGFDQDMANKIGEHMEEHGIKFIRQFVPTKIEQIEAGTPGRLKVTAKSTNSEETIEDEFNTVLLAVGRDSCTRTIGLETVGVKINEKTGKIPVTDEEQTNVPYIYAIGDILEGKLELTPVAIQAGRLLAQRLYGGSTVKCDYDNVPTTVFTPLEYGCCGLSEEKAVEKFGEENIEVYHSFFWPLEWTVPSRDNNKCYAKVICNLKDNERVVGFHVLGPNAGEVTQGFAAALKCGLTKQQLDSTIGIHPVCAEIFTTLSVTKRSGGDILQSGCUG
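Rat TrxR1, dispensed at 90 nM, was prereduced with 400 uM NADPH (final) for 5 min at ~22 deg C, then incubated with compound 15 min before 400 uM selenite. A first-read NADPH fluorescence drop versus no-compound background flagged substrates.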
LDHA inh: qHTS assay for inhibitors of human lactate dehydrogenase; activity change, % (values are at about 110 or 230 µM); L-lactate dehydrogenase A chain (Homo sapiens), P00338; hit rate 0.15% among 480,000; AID 1347041, 2019; purified LDHA, NADH/diaphorase-resazurin fluorescence; hits give low values; in the data active = activity change below about -30%; inconclusive = mostly about -25% to -30%;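 note: plate controls were DMSO wells for no effect and wells without enzyme for full effect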
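Human LDH5 (2 nM) was incubated with 0.06 mM NADH and 0.2 mM pyruvate for 5 min at room temperature in Tris pH 7.4. Remaining NADH was coupled through diaphorase/resazurin, and resorufin fluorescence was read at 0 and 20 min.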
RXFP1 ag: qHTS Assay for Agonists of the Relaxin Receptor RXFP1. Potency, µM (titrated, usually from 57.5 µM), for the others: at the highest dose activation, actives largely listed as activators. HEK293T-RXFP1 cAMP TR-FRET, 30 min; response scale: percent of porcine relaxin response, buffer zero. Relaxin receptor 1 (Homo sapiens), Q9HBX9. hit rate 0.3% among 370,000; note: potency is the fitted concentration of half-maximal effect; % is set by controls: 0 for no effect and ±100 for the full control effect; nearly all actives have a fitted effect of over 60% in size; many of its hits are not listed in these tables
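HEK293 cells stably expressing RXFP1, treated 30 min at 37C with compounds plus PDE4 inhibitor Ro 20174; cAMP measured by HTRF TR-FRET. Normalized to buffer and 29 nM porcine relaxin; EC50 by Hill fit.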
Vif-A3G inh: qHTS for Inhibitors of Vif-A3G Interactions: qHTS | DNA dC->dU-editing enzyme APOBEC-3G (Homo sapiens), Q9HC16 | HeLa A3G-eYFP + Vif (tagged APOBEC3G with the HIV-1 protein that degrades it), YFP fluorescence, overnight | Potency, µM (highest dose often 46.1 µM), for inactives: at the top dose activity, negative = active, most hits filed as inhibitors | hit rate 0.076% among 410,000;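 note: potency is the fitted concentration of half-maximal effect; % is set by controls: 0 for no effect and ±100 for the full control effect; nearly all actives have a fitted effect of over 60% in size; hits raise eYFP signal because A3G escapes Vif-driven loss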
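Read-out is eYFP fluorescence (Ex 488/Em 500-530) from Vif-expressing HeLa A3G-eYFP cells; more signal means A3G escaped Vif-mediated degradation. Cells plated overnight, compound pinned in, incubated overnight at 37 deg C.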
IDH1 R132H inh: qHTS for Inhibitors of mutant isocitrate dehydrogenase 1 (IDH1): qHTS | Isocitrate dehydrogenase [NADP] cytoplasmic (Homo sapiens), O75874 | IDH1-R132H enzyme, NADPH consumption, diaphorase/resazurin fluorescence | Potency, µM (top dose mostly 76.6 µM), for the others: at the highest dose activity change, negative = inhibition, usual class: inhibitors | hit rate 0.093% among 390,000; note: potency is the fitted concentration of half-maximal effect; % is set by controls: 0 for no effect and ±100 for the full control effect; nearly all actives have a fitted effect of over 65% in size
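IDH1-R132H (0.5 ug/mL) preincubated 30 min with compound, then NADPH (0.016 mM) and alpha-KG (2 mM) added; 80 min at RT, pH 7.5. Remaining NADPH coupled via diaphorase/resazurin to fluorescence (540/590 nm); concentration-response curves normalized to no-enzyme control.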
Glioma ERSR ind: qHTS for Inducers of the Endoplasmic Reticulum Stress Response (ERSR) in Human Glioma: qHTS; hit rate 0.02% among 420,000; U87-MG GRP78 promoter luciferase reporter, 16 h; AID 602332, 2012; Potency, µM, inactives show at the top dose activation, most hits filed as activators; note: potency is the fitted concentration of half-maximal effect; series mostly up to about 76 µM; % of control where 0% means no effect; nearly all actives have a fitted effect of over 35% in size
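Stably transfected U87-MG human glioma cells carrying a GRP78-based luminescent sensor were seeded at 1000 cells/well, pin-dosed with compounds and incubated 16 h. Luciferase reagent was then added, and end-point luminescence was read after 10 min at room temperature.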
Vif-A3F inh: qHTS for Inhibitors of Vif-A3F Interactions: qHTS; Potency, µM (top dose mostly 46.1 µM), for inactives: at the highest dose activity, negative = active; AID 602313, 2012; HeLa A3F-eYFP + Vif (tagged APOBEC3F with the HIV-1 protein that degrades it), YFP fluorescence increase; hit rate 0.2% among 390,000; note: potency is the fitted concentration of half-maximal effect; % of control where 0% means no effect; nearly all actives have a fitted effect of over 65% in size
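HeLa cells stably expressing Vif plus C-terminally eYFP-tagged A3F were seeded, incubated overnight at 37 deg C, dosed with compound, incubated overnight again at 37 deg C. Yellow fluorescence (Ex 488/Em 500-530) reported blocked Vif-mediated A3F-eYFP degradation.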
Active calls of the source: *; u = inconclusive; x = no result given; & = joins results of further samples; [ ] = dose if it differs, or a comment. Unless noted, calls come from the whole dose curve; as a rule, active = well fitted curve in the direction sought with a large enough effect; inconclusive = small, poorly fitted or top-dose-only effect, or another doubt; inactive = no such curve, though single readings can be large; an effect the other way counts as inactive or inconclusive. Only part of the results is shown; count on the stated rates, not on these rows.

The line under a structure holds: PI4K2A inh	USP1 inh	TrxR1 substrate	LDHA inh	RXFP1 ag	Vif-A3G inh	IDH1 R132H inh	Glioma ERSR ind	Vif-A3F inh
CC(C)CCNC(=O)c1c(N)n(CC2CCCO2)c2nc3ccccc3nc12 (configuration not stated)
 : -11	u	94%[activator]	9	0.2%	-1%	3%	-3%	-4%
CC12CCC(=O)C=C1CCC1C2C(O)CC2(C)C(O)CCC12 (configuration not stated)
 : 7	-22%	7%	3	x	-1%	6%	-4%	-15%
COc1ccccc1-n1c(-c2ccccc2Cl)nc2ccccc2c1=O
 : 4	-9%	0%	-2	-0.5%	3%	-1%	-4%	-12%
O=c1[nH]c(=S)[nH]c(O)c1/C=N/N1CCOCC1
 : 4	-24%	-10%	-3	-0.1%	-1%	15%	0%	-3%
COc1nc2ccccc2nc1N1CC1
 : 5	x	x	-1	x	-5%	x	-3%	x
CC1CN(c2ccc([N+](=O)[O-])cc2Cl)CCN1 (configuration not stated)
 : 3	-12%	-8%	0	-0.1%	2%	5%	-4%	-5%
CC1([N+](=O)[O-])COP(=O)(NC2CCCC2)OC1 (configuration not stated)
 : 4	-12%	-7%	-3	x	0%	5%	-5%	-9%
CC1CC(C)(O)CC(C(O)CC2CC(=O)NC(=O)C2)C1=O (configuration not stated)
 : 3	-11%	6%[11.4 µM]	-11	x	-7%	0%	-2%	8%
N=c1c2c(n(Cc3ccc(Cl)cc3Cl)c3c1CCC3)CCCC2
 : 4	2%	16%[57.1 µM]	-2	2.4%	-2%	0%	1%	-27%
O=C(NCCCN1CC1)Nc1cccc2ccccc12
 : 6	-6%	24%[57.1 µM]	6	x	-2%	11%	-3%	-8%
COCc1cc(C2SCC(=O)Nc3c2c(=O)[nH]n3C(C)C)ccc1OC (configuration not stated)
 : 1	-15%	8%	5	2.8%	2%	7%	-5%	7%
CC(C)NC(C)C(=O)c1ccc2ccccc2c1 (configuration not stated)
 : 0	-14%	28%	0	5.4%	2%	-13%	-3%	15%
Cc1ccc(C(O)P(=O)(Oc2ccccc2)Oc2ccccc2)cc1 (configuration not stated)
 : 4	-7%	5%[57.1 µM]	1	2.2%	-4%	17%	1%	4%
Cc1ccc2c(c1)N(C(C)C(=O)N1CCC3(CC1)OCCO3)C(=O)CO2 (configuration not stated)
 : -3	-8%	8%	-8	2.9%	-4%	4%	-4%	-26%
CCC(C)N1C(=O)/C(=C\c2cc3c4c(c2)CCCN4CCC3)C(=O)NC1=S (configuration not stated)
 : -7	-19%	-1%	-2	-0.1%	-9%	7%	-2%	-28%
CCc1ccccc1NC(=O)N1C[C@H]2C[C@@H](C1)c1cccc(=O)n1C2
 : -5	-23%	-2%	2	0.8%	1%	-5%	-2%	3%
Cc1cc(C)cc(Nc2nc3ccc(C)cc3n3cnnc23)c1
 : -1	u	45%	0	2.2%	-5%	11%	-1%	12%
NNC(=O)c1nc[nH]c1C(=O)Nc1ccc(Cl)cc1C(=O)c1ccccc1
 : 2	-7%	-1%	-4	0.3%	-1%	9%	1%	-3%
N#Cc1ccc(/C=C/C(=O)O)cc1
 : 0	-12%	-2%	-5	0.7%	0%	-5%	-2%	5%
O=C(Nc1ccc(Oc2ccc(Cl)cc2)c(Cl)c1)c1cc(I)cc(I)c1O
 : 3&0	u	8%	-6	1.7%	0%	-9%	0%&-6%	-19%
O=C1C2CCN(CC2)C1Cc1ccccc1O (configuration not stated)
 : -8	-21%	0%	-8	2.6%	1%	4%	-2%	2%
COC(=O)C1=C(c2ccc(F)cc2OCc2ccccc2)C[C@@H]2CC[C@H]1N2C(=O)NCc1ccc(Br)cc1
 : -1	-21%	-2%	0	2.3%	1%	3%	-2%	0%
Cc1ccc(C(C)C)c(OCC(=O)N2CCN(CC(=O)N3CCOCC3)CC2)c1
 : -3	-10%	3%	-2	1.9%	0%	-10%	-3%	-1%
CC(C)CC1(CCc2ccccc2)C(=O)NC(=O)NC1=O
 : -1	-3%	8%	-4	x	7%	1%	-5%	0%
O=C(COc1ccc(Br)cc1)N1CCN(C2CCCC2)CC1
 : 5	5%	8%[57.1 µM]	-6	-0.2%	0%	2%	-5%	9%
O=P(O)(O)CN1CCNCCN(CP(=O)(O)O)CCNCC1
 : 4	-19%	-2%	-4	x	-8%	3%	-6%	-11%
O=C(Cn1ncc2ccccc21)N1CCC2(CC1)OCCO2
 : -4	-1%	10%	-13	-1.4%	-1%	1%	1%	-6%
CCC(=O)N1CCN(c2cc3c(cc2F)c(=O)c(C(=O)O)cn3CC)CC1
 : -4	-19%	62%[activator]	13	x	-1%	9%	-2%	-1%
C=CCn1c(O)c(C=NCCCn2ccnc2)c(=O)[nH]c1=O
 : 11	-17%	1%	-12	1.0%	-2%	-11%	-2%	4%
C=C1C(=O)O[C@H]2C[C@@H](C)[C@@H]3C=CC(=O)[C@@]3(C)C[C@H]12
 : -11	33%[activator]	-1%	-9	0.7%	u	2%	-10%	5%
CC1CCCC(C2(O)C(=O)Nc3ccccc32)C1=O (configuration not stated)
 : -3	-2%	15%[57.1 µM]	u	-1.3%	-4%	5%	5%	-12%
Cc1ccc(Cn2cccc(C(=O)Nc3nc4ccc(C)cc4s3)c2=O)cc1
 : 1	-2%	0%[57.1 µM]	-8	20%	5%	0%	-1%	1%
NCCc1ccc(S(=O)(=O)F)cc1
 : 3&4	-10%	0%[57.1 µM]	-1	-1.2%	-2%	-7%	-5%&-1%	5%
C[C@]12CCC3C(CCC4=C/C(=N/OCC(=O)NC(CCC(N)=O)C(=O)O)CC[C@@]43C)C1CCC2O (some centres not stated)
 : -6	-25%	0%[57.1 µM]	0	-0.4%	1%	-9%	0%	-6%
CC1=CC(=C2C(=O)NC(=S)NC2=O)C=C(C(F)(F)F)N1C
 : 3	-3%	-1%	-9	2.7%	-1%	-5%	-3%	1%
CC/C(=N\NC(=O)Nc1ccccc1)c1c(O)n(Cc2ccccc2)c(=O)[nH]c1=O
 : -1	-1%	-7%[57.1 µM]	-1	-0.3%	-1%	1%	1%	-1%
c1ccc(CCN2CCCCC2)nc1
 : -8	-7%	2%	-6	x	-2%	9%	-4%	0%
COc1cccc(-c2sc3ccccc3c2-c2ccc(OCCN3CCOCC3)cc2)c1
 : -3	u	13%	0	x	-12%	0%	-1%	-1%
Clc1cccc(Cl)c1Cn1nnc(N2CCCC2)n1
 : 2	-9%	6%[11.4 µM]	-6	1.1%	1%	3%	u	-25%

8 structures from above, ordered by count of non-hydrogen atoms, smallest number first:
The line under a structure holds: PI4K2A inh	USP1 inh	TrxR1 substrate	LDHA inh	RXFP1 ag	Vif-A3G inh	IDH1 R132H inh	Glioma ERSR ind	Vif-A3F inh
NCCc1ccc(S(=O)(=O)F)cc1
 : 3&4	-10%	0%[57.1 µM]	-1	-1.2%	-2%	-7%	-5%&-1%	5%
c1ccc(CCN2CCCCC2)nc1
 : -8	-7%	2%	-6	x	-2%	9%	-4%	0%
C=C1C(=O)O[C@H]2C[C@@H](C)[C@@H]3C=CC(=O)[C@@]3(C)C[C@H]12
 : -11	33%[activator]	-1%	-9	0.7%	u	2%	-10%	5%
Clc1cccc(Cl)c1Cn1nnc(N2CCCC2)n1
 : 2	-9%	6%[11.4 µM]	-6	1.1%	1%	3%	u	-25%
Cc1ccc(Cn2cccc(C(=O)Nc3nc4ccc(C)cc4s3)c2=O)cc1
 : 1	-2%	0%[57.1 µM]	-8	20%	5%	0%	-1%	1%
CC/C(=N\NC(=O)Nc1ccccc1)c1c(O)n(Cc2ccccc2)c(=O)[nH]c1=O
 : -1	-1%	-7%[57.1 µM]	-1	-0.3%	-1%	1%	1%	-1%
COc1cccc(-c2sc3ccccc3c2-c2ccc(OCCN3CCOCC3)cc2)c1
 : -3	u	13%	0	x	-12%	0%	-1%	-1%
C[C@]12CCC3C(CCC4=C/C(=N/OCC(=O)NC(CCC(N)=O)C(=O)O)CC[C@@]43C)C1CCC2O (some centres not stated)
 : -6	-25%	0%[57.1 µM]	0	-0.4%	1%	-9%	0%	-6%
